Compound activity: PubChem, several laboratories
HePTP inh = blocks human HePTP tyrosine phosphatase. recombinant HePTP phosphatase activity, OD absorbance. 0.64% of 110,000 active. P35236. inhibition, % at 20 µM. AID 521; in the data active = inhibition above about 50%;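 note: plate controls were vehicle for no effect and reference inhibitor for full effect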
Target sequence (P35236 whole entry, looked up): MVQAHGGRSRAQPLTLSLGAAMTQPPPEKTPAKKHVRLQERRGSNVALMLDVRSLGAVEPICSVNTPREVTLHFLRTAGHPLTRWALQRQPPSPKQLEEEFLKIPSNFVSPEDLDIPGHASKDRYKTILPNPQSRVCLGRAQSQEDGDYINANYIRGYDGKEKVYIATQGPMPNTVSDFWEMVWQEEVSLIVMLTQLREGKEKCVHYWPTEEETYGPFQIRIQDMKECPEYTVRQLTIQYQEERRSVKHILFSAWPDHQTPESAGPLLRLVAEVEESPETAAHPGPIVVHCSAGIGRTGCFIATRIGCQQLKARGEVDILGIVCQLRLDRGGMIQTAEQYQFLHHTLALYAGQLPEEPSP
BAP1 inh = human BAP1 deubiquitinase inhibition | Q92560 | recombinant BAP1, Ub-AMC hydrolysis fluorescence kinetic; hits give low values | activity remaining (% of control), % at 20 µM | 0.48% of 72,000 active;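 active = activity remaining at or below 50% of control, provided the compound also passes the data quality filters; inactive = the rest, including low values that fail the filters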;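 note: 100% = DMSO wells rate and 0% = substrate alone blank rate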
Target sequence (Q92560 whole entry, looked up): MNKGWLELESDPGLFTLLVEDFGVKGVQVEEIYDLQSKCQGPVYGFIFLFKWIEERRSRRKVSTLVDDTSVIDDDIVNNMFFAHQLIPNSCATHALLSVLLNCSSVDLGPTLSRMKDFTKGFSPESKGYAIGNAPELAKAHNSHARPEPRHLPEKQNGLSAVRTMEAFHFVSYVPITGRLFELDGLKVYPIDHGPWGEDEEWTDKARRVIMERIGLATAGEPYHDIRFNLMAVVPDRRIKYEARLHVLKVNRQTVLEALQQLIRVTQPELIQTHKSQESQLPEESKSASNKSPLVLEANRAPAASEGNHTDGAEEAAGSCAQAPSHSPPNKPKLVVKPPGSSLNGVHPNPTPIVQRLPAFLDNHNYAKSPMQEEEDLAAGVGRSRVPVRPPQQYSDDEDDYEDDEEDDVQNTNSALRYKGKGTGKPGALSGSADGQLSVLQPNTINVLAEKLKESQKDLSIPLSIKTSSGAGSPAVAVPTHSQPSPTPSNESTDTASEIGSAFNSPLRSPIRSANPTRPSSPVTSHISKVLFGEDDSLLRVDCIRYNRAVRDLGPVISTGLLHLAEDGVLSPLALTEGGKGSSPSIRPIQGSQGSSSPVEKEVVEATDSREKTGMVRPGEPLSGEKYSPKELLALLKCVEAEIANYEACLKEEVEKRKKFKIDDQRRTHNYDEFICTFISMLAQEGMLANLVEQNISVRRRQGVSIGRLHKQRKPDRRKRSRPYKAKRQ
* = called active by the depositor; & = joins results of further samples.

For NNC(=O)CNC(c1ccccc1)c1cc(Br)ccc1NC(=O)CN1CCOCC1 (centres undefined) the results were HePTP inh -11.
Screening CCc1cccc(C)c1NC(=O)COc1ccc(C)cc1C returned HePTP inh 8.
Screening CC(C)C12CC3CC(CC(C(=O)NN)(C3)C1)C2 returned HePTP inh 9.
`O=C(Cc1cc(=O)oc2cc(O)ccc12)NCC1CCC(C(=O)O)CC1` (centres undefined) gave HePTP inh 2.
`O=C(c1ccccc1)c1ccc(O)c(O)c1` gave HePTP inh 6.
COc1ccccc1CN(Cc1cc2cc(C)ccc2[nH]c1=O)Cc1nnnn1CC1CCCO1 (centres undefined) was read as HePTP inh -1 and BAP1 inh 82.
For Cc1cc(Cl)ccc1NC(=O)C1CCCN1C(=O)OC(C)(C)C (centres undefined) the results were HePTP inh 10.
CC1(C)Cc2noc(N)c2C(C)(C)N1OC(=O)c1ccco1 was read as HePTP inh 2 and BAP1 inh 113.
Cc1cnc(-c2nnc(N(C)C(=O)c3ccccn3)s2)cn1 was read as HePTP inh 2 and BAP1 inh 98.
COC(=O)c1ccc(NC(=O)C2CCN(S(C)(=O)=O)CC2)cc1 was read as HePTP inh 5 and BAP1 inh 95.
`COc1ccc(OC)c(-c2cc(C(=O)NCc3cccs3)no2)c1` gave HePTP inh 5 and BAP1 inh 56.
`COc1ccc(N2C(=O)C3C(c4ccccc4Cl)OC4(C(=O)c5ccccc5C4=O)C3C2=O)c(OC)c1` (centres undefined) gave HePTP inh 1.
For N#Cc1c(N2CCOCC2)nc(-c2ccco2)c2c1CCCC2 the results were HePTP inh 8 and BAP1 inh 208.
Screening O=C(C1CCN(c2nnc(-n3cccc3)s2)CC1)N1CCN(c2cccc(C(F)(F)F)c2)CC1 returned HePTP inh 10 and BAP1 inh 41*.
O=C(/C=C/c1ccc([N+](=O)[O-])cc1)Nc1ccc2c(c1)OCO2 was read as HePTP inh -11.
Screening CCCCOc1ccccc1NC(=O)c1cc(OC)c(OC)c(OC)c1 returned HePTP inh 7.
For O=C1[C@H]2[C@@H](C(=O)N1c1cc(Cl)cc(Cl)c1)[C@]1(C(=O)Nc3ccccc31)N1CCC[C@@H]21 the results were HePTP inh 4 and BAP1 inh 44*.
For CCn1c(SCC(=O)N2CCCc3ccccc32)nnc1-c1c[nH]c2ccccc12 the results were HePTP inh -9 and BAP1 inh 74.
`CCS(=O)(=O)n1nc(-c2ccc(OC)cc2)nc1SC` gave HePTP inh -4 and BAP1 inh 87.
Screening CCCCCCOc1ccc(N2C(=O)CC(NCc3ccc(OC)cc3)C2=O)cc1 (centres undefined) returned HePTP inh 2.
`O=c1nc(N2CCOCC2)nc(N2CCOCC2)[nH]1` gave HePTP inh -5.
`O=C(NCc1ccccc1Cl)c1cccc(I)c1` gave HePTP inh -6.
Screening C=CCSc1nc(N)c2c3c(sc2n1)CCCC3 returned HePTP inh 0.
`O=C(O)CC1CCCC(c2ccccc2)C1=O` (centres undefined) gave HePTP inh -2 and BAP1 inh 99.
Screening Cn1c(CN2CCCC2)c(-c2ccccc2)c2cc([N+](=O)[O-])ccc21 returned HePTP inh 12.
For COc1ccc(NC(=O)CC(=O)Nc2ccc(OC)cc2OC)c(OC)c1 the results were HePTP inh 16 and BAP1 inh 99.
Screening COc1cc2ccccc2cc1C(=O)Nc1ccc2oc(-c3ccc(Br)cc3)nc2c1 returned BAP1 inh 63.
`CCCc1nc2c(o1)CC(CC(C)SCC)CC2=O` (centres undefined) gave HePTP inh 8&2 and BAP1 inh 103.
For CCOc1c(C#N)c(C#N)c2nc(C)cc(C)n12 the results were HePTP inh 9 and BAP1 inh 104.
`CC(C)NC(=O)C1CCN(C(=O)N(C)C)CC1` gave HePTP inh 6 and BAP1 inh 96.
`Cc1cccc2cc3c(NC(=O)CC(C)C)nn(C)c3nc12` gave HePTP inh -7.
Screening N#Cc1c(/N=C/N2CCCC2)sc2c1CCCC2 returned HePTP inh 2.
`Cc1ccc(N2C(=O)CC(NCc3ccc(F)cc3)C2=O)cc1` (centres undefined) gave HePTP inh 10.
`COc1ccccc1NC(=O)CSc1nnc(CC(=O)Nc2ccccc2)n1C` gave HePTP inh 6 and BAP1 inh 82.
Screening O=C(C1COc2ccccc2O1)N1CCCC1 (centres undefined) returned HePTP inh 1 and BAP1 inh 98.
For CC(=O)N(C)c1ccc(NC(=O)/C=C/c2ccccc2)cc1 the results were HePTP inh 7.
Screening CCOC(=O)C(NC(=O)c1ccccc1OCC)(Nc1ncccn1)C(F)(F)F (centres undefined) returned HePTP inh 7 and BAP1 inh 86.
Screening CCOC(=O)Cn1c(-c2nonc2NC(=O)c2ccccc2F)nc2ccccc21 returned HePTP inh 3.
For O=C(Cn1c(N2CCN(c3ccccc3)CC2)nc2ccccc21)c1ccccc1 the results were HePTP inh 5.
For CCN1C(=O)/C(=C\c2ccccc2)C(C(=O)OC)=C1C the results were HePTP inh -7.
`CCOC(=O)N1CCN(C(=O)Nc2cccc3ccccc23)CC1` gave HePTP inh 4.
`CC1CCCCN1S(=O)(=O)c1ccc(C(=O)Nc2nnc(-c3ccccc3Cl)o2)cc1` (centres undefined) gave HePTP inh -4 and BAP1 inh 70.
CCCn1c(C2CC(=O)N(c3cc(OC)ccc3OC)C2)nc2ccccc21 (centres undefined) was read as HePTP inh -2 and BAP1 inh 99.
For CCCCOC(=O)c1ccc(NC(=O)CSc2nnc(-c3ccco3)n2-c2ccccc2)cc1 the results were HePTP inh -4.
For CN(CCO)CCOCCOc1ccc(C(C)(C)C)cc1 the results were HePTP inh 3.
For CCOC(=O)N1CCC(NC(=O)Cn2ncn3c(cc4sc(CC)cc43)c2=O)CC1 the results were HePTP inh 7 and BAP1 inh 175.
COc1ccc(CNC(=O)c2nn3c(c2Br)NC(c2ccc(Br)o2)CC3C(F)(F)F)cc1 (centres undefined) was read as BAP1 inh 66.
COc1cc(/C=C2/SC(=S)N(C)C2=O)cc(Br)c1OCc1ccc(F)cc1 was read as HePTP inh 11.
CCc1ccc(NC(=O)C(=O)NCCN2CCN(C(=O)c3ccccc3Br)CC2)cc1 was read as HePTP inh -5.
For CCOc1ccccc1N(C(=O)CNC(=O)c1ccco1)C(C(=O)NC(C)(C)C)c1ccncc1 (centres undefined) the results were HePTP inh -7 and BAP1 inh 107.
O=C(CSc1ccccc1Cl)c1ccco1 was read as HePTP inh 4 and BAP1 inh 91.
Screening Cc1c(C)n(CC(O)CN2CCOCC2)c2ccccc12 (centres undefined) returned HePTP inh 0 and BAP1 inh 118.
Screening COc1cc(OC)c(C2N(Cc3ccccc3)CCN2Cc2ccccc2)cc1Br returned HePTP inh 34.
Screening O=C(c1ccco1)N1CCC(n2nnc3ccccc32)CC1 returned HePTP inh -3 and BAP1 inh 91.
For Cc1ccc(OCC(=O)N/N=C\C=N/NC(=O)COc2ccc(C)cc2)cc1 the results were HePTP inh -8.
O=C1c2cccc3c([N+](=O)[O-])ccc(c23)C(=O)N1n1cnnc1 was read as HePTP inh -10.
CC1=C(C(=O)OCC(C)C)C(c2cc3c(cc2Br)OCO3)NC(=O)N1C (centres undefined) was read as HePTP inh 8 and BAP1 inh 78.
CCN(CC)CCCNc1oc(-c2cccc(Cl)c2)nc1C#N was read as HePTP inh 9.
Screening CCOc1cccc(C2NC(=O)NC(C)=C2C(=O)OCc2ccc(OC)cc2)c1 (centres undefined) returned HePTP inh -7.
For Cc1nn(-c2ccccc2)c(C)c1Sc1ccc(Br)cc1 the results were HePTP inh -15 and BAP1 inh 63.
Screening COc1cccc(C2/C(=C(\O)c3ccc4c(c3)OCCO4)C(=O)C(=O)N2CCCN(C)C)c1OC (centres undefined) returned HePTP inh 5 and BAP1 inh 117.
For CCC(=O)N1CCc2cc(S(=O)(=O)CCC(=O)NCc3cccs3)ccc21 the results were HePTP inh 3 and BAP1 inh 82.
COc1ccc2nc(NC(=O)COC(=O)C(CCSC)NC(=O)c3ccccc3)sc2c1 (centres undefined) was read as HePTP inh -18.
CCOC(=O)N1CCN(C(=O)c2ccc3c(=O)n(Cc4ccc(Cl)cc4)c(=S)[nH]c3c2)CC1 was read as HePTP inh 3 and BAP1 inh 66.
Screening Cc1ccc(C)c(OCC(O)CN2C(C)CCCC2C)c1 (centres undefined) returned HePTP inh 6 and BAP1 inh 116.
Screening CCOc1ccc(N2CC(O)Cn3c2nc2c3c(=O)[nH]c(=O)n2C)cc1 (centres undefined) returned BAP1 inh 96.
Screening CCOC(=O)c1c(C)[nH]c(C)c1C(=O)CN1C(=O)NC(CC(C)C)C1=O (centres undefined) returned HePTP inh 9 and BAP1 inh 117.
For CC1(C)CC(=O)C=C(N2CCN(C3=CC(=O)CC(C)(C)C3)CC2)C1 the results were HePTP inh 6 and BAP1 inh 102.
Screening Cc1cc(=O)oc2ccc(OCC(=O)O)cc12 returned HePTP inh 2.
`Cn1cccc1C(=O)OCC(=O)Nc1ccc2c(c1)CCC2` gave HePTP inh -8 and BAP1 inh 93.
COc1ccc(-c2ccc(/C=C3\C(=O)NC(=O)N(c4ccc(Cl)cc4)C3=O)o2)c([N+](=O)[O-])c1 was read as HePTP inh -4.
For O=C(NCCCN1CCOCC1)NC12CC3CC(CC(C3)C1)C2 the results were HePTP inh 6 and BAP1 inh 93.
O=C(CN(c1cccc([N+](=O)[O-])c1)S(=O)(=O)c1ccccc1)N1CCOCC1 was read as HePTP inh 8.
For CCOc1ccc(NC(=O)c2oc3ccccc3c2NC(=O)C2CC2)cc1 the results were HePTP inh 8 and BAP1 inh 230.
N#C/C=C1\n2c(nc3ccccc32)OC12CCCCC2 was read as HePTP inh 7 and BAP1 inh 109.
Screening O=S(=O)(c1ccccc1)c1ccc(NCc2ccco2)cc1 returned HePTP inh 5 and BAP1 inh 94.
`CCOC(=O)/C(C#N)=C/c1ccc(N2CCN(CCN3C(=O)c4cccc5cccc(c45)C3=O)CC2)cc1` gave HePTP inh -2.
Screening COc1ccc(N2CCN(/C(=N\S(=O)(=O)c3ccccc3)Nc3nc(C)cc(C)n3)CC2)cc1 returned HePTP inh 8 and BAP1 inh 118.
O=C(O)C1C2C=CC(O2)C1C(=O)NCCc1ccccc1 (centres undefined) was read as HePTP inh -10.
For COc1cccc2cc(C(=O)N3CCN(C/C=C/c4ccccc4)CC3)c(=O)oc12 the results were HePTP inh 10 and BAP1 inh 66.
Screening O=C1C2C3C=CC(C3)C2C(=O)N1CC1CCCO1 (centres undefined) returned HePTP inh 1 and BAP1 inh 105.
`CSc1ccccc1NC(=O)c1cccnc1` gave HePTP inh 5 and BAP1 inh 88.
For O=C(NCC1CCCO1)c1ccc(S(=O)(=O)N2CCCCC2)cc1 (centres undefined) the results were HePTP inh -2&-1 and BAP1 inh 159.
`O=C(CCC1CCCCC1)Nc1ccc(S(=O)(=O)Nc2nccs2)cc1` gave HePTP inh -5.
For COc1ccc(N2C(=O)/C(=C/c3cn(-c4ccccc4)nc3-c3cccs3)SC2=S)cc1 the results were HePTP inh 7.
For COc1ccc(-c2cc(C(F)(F)F)nc(SCC(=O)Nc3cc(C)on3)n2)cc1OC the results were HePTP inh -7.
`Cc1ccc(OCc2nnc(NC(=O)Nc3cccc(Cl)c3)s2)cc1C` gave HePTP inh 4.
`O=[N+]([O-])c1cc(C(F)(F)F)ccc1NCCCCNS(=O)(=O)c1ccccc1` gave HePTP inh -15.
Screening CCOC(=O)C1CCN(C(=O)c2ccc(Cl)c(S(=O)(=O)N3CCOCC3)c2)CC1 returned HePTP inh -8 and BAP1 inh 104.
For Cc1ccc(-c2cc(C(=O)O)c3cc(Br)ccc3n2)o1 the results were HePTP inh 104*.
`CCn1c2ccccc2c2cc(CNC(C)COC)ccc21` (centres undefined) gave HePTP inh 8.
`COc1cc(C=Nc2c(C)n(C)n(-c3ccccc3)c2=O)c([N+](=O)[O-])cc1OC` gave HePTP inh 6.
COC(=O)Cc1nc2sc3c(c2c(=O)n1Cc1ccccc1)CCC(C(C)(C)C)C3 (centres undefined) was read as HePTP inh 5.
`CCC(=O)Nc1ccccc1Oc1ccccc1` gave HePTP inh 1 and BAP1 inh 78.
`Cc1oc2ccc(OCc3ccc(F)cc3)cc2c1C(=O)O` gave HePTP inh 4 and BAP1 inh 64.
`Cc1ccccc1NC(=O)CCN1CCN(Cc2ccccc2)CC1` gave HePTP inh 7 and BAP1 inh 88.
Oc1cccc(C=NCc2ccccc2)c1O was read as HePTP inh 3 and BAP1 inh 82.

Five records picked at random from those above:
`Cc1ccc(OCc2nnc(NC(=O)Nc3cccc(Cl)c3)s2)cc1C` gave HePTP inh 4.
`Cc1ccccc1NC(=O)CCN1CCN(Cc2ccccc2)CC1` gave HePTP inh 7 and BAP1 inh 88.
Screening CCOC(=O)C1CCN(C(=O)c2ccc(Cl)c(S(=O)(=O)N3CCOCC3)c2)CC1 returned HePTP inh -8 and BAP1 inh 104.
COC(=O)Cc1nc2sc3c(c2c(=O)n1Cc1ccccc1)CCC(C(C)(C)C)C3 (centres undefined) was read as HePTP inh 5.
Oc1cccc(C=NCc2ccccc2)c1O was read as HePTP inh 3 and BAP1 inh 82.

In the list so far, these contain an NH in an aromatic ring:
COc1ccccc1CN(Cc1cc2cc(C)ccc2[nH]c1=O)Cc1nnnn1CC1CCCO1 (centres undefined) was read as HePTP inh -1 and BAP1 inh 82.
For CCn1c(SCC(=O)N2CCCc3ccccc32)nnc1-c1c[nH]c2ccccc12 the results were HePTP inh -9 and BAP1 inh 74.
`O=c1nc(N2CCOCC2)nc(N2CCOCC2)[nH]1` gave HePTP inh -5.
CCOC(=O)N1CCN(C(=O)c2ccc3c(=O)n(Cc4ccc(Cl)cc4)c(=S)[nH]c3c2)CC1 was read as HePTP inh 3 and BAP1 inh 66.
Screening CCOc1ccc(N2CC(O)Cn3c2nc2c3c(=O)[nH]c(=O)n2C)cc1 (centres undefined) returned BAP1 inh 96.
Screening CCOC(=O)c1c(C)[nH]c(C)c1C(=O)CN1C(=O)NC(CC(C)C)C1=O (centres undefined) returned HePTP inh 9 and BAP1 inh 117.
